Peg3 imprint: genomic imprint erasure induction; mouse ES Peg3-LacZ reporter, beta-gal luminescence, 40 h; Potency, µM (doses to about 60.7 µM), for the others: top-dose activity change, positive = activation, hits mostly activators; actives 0.02% (n = 110,000); AID 1948;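 also: 0% = negative control wells on the plate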
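Imprint erasure is scored as LacZ activity from the silenced maternal Peg3 allele in feeder-free female ES cells cultured 40 h with LIF. Luminescence is normalized to in-plate negative controls and fitted to the Hill equation.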
p53ts 32C kill: kills p53ts cells at the permissive temperature. H1299-p53A138V at 32C, ATP luminescence viability, 24 h. Potency, µM (top dose mostly 46.1 µM), for the others: at the highest dose activity change, negative = cytotoxicity, most hits filed as cytotoxic. actives 0.93% (n = 130,000). AID 924;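 also: 0% = DMSO and -100% = full killing by reference compound; nearly all actives have a fitted effect of over 55% in size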
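Cells: H1299 p53ts (A138V), 600/well, pre-incubated 16–30 h at 37C. Cpd up to 46 uM, 24 h, 32C. Readout: ATPlite luminescence, 20 min RT. Normalization: DMSO vs tamoxifen 100 uM. AC50 by Hill equation.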
p53ts 39C kill: p53ts cell cytotoxicity, nonpermissive temperature; Potency, µM (series often up to 46.1 µM), without a hit: at the top dose activity change, negative = cell killing, most hits filed as cytotoxic; H1299-p53A138V viability at 39C, ATP luminescence, 24 h; actives 1.5% (n = 130,000); also: nearly all actives have a fitted effect of over 55% in size
IkB sig inh: suppresses IkB signaling in ABC-DLBCL reporter cells. ABC-DLBCL IkBa-CBG/CBR dual luciferase ratio, 4 h; response scale: scaled: untreated 0%, proteasome inhibitor 100%. Potency, µM (top dose mostly 57.1 µM), for inactives: top-dose IkBa stabilization activation. actives 0.04% (n = 110,000); active = well fitted curve in the direction sought with a large enough effect in the signal ratio, not every such curve was filed as active; inconclusive = small, poorly fitted or top-dose-only effect, or a change in a side signal; the % refers to the signal ratio;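 also: the direction sought is a rising ratio; 0% = basal untreated cells and 100% = reference inhibitor full response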
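Curves were fitted separately to fusion (green), unfused (red) and ratio luminescence, then classed by r2, magnitude and activity. Cells: OCI-Ly3, 4 h compound plus doxycycline at 37C; 10 uM MG-132 defined full response.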
An asterisk follows results filed as active; ? = inconclusive; . = no result given; & = joins results of further samples; [ ] = dose if it differs, or a comment. Unless noted, calls follow the shape of the dose curve; as a rule, active = well fitted curve in the direction sought with a large enough effect; inconclusive = small, poorly fitted or top-dose-only effect, or another doubt; inactive = no such curve, though single readings can be large; an effect the other way counts as inactive or inconclusive. Unless noted, % is scaled to controls: 0 for no effect and ±100 for the full control effect; potency is read from the fitted curve at half-maximal effect.

[1] COCCCNC(=O)c1cc2c(=O)n3cccc(C)c3nc2n(C(C)C)c1=N
[2] CCOC(=O)C1CCCN(c2c(NCCN(C)Cc3ccccc3)c(=O)c2=O)C1 (stereo not drawn)
[3] CCCCCOC(=O)C1[C@H]2C(=O)N(CCCOC)C[C@]23C=C[C@H]1O3 (stereo partly drawn)
[4] CCOC(=O)N1CCc2c(sc3c2C(=O)NC(c2ccccc2)N3)C1 (stereo not drawn)
[5] CCOC(=O)c1ccc(NC(=O)CSc2nc3cccnc3n2C)cc1
[6] CCN1CCCC1CNC(=O)c1nn(-c2ccc(C)cc2)c(=O)c2c1c1ccccc1n2C (stereo not drawn)

compound no.,1,2,3,4,5,6
Peg3 imprint,-5%,-11%,-12%,14%,.,-15%
p53ts 32C kill,-2%,2%,-2%,3%,-6%,-17%
p53ts 39C kill,3%,-2%,9%,2%,-7%,14%
IkB sig inh,-0.5%,-0.6%,3.3%,-1.2%,.,1.4%

[7] CCc1nn2c(=O)cc(COC(=O)c3ccccc3NC(=O)C3CCCCC3)nc2s1
[8] CCOc1ccc(C(C)=O)cc1CSc1nnc(-c2ccoc2C)n1N
[9] Cc1nccc2[nH]c(=O)c(C(=O)NC3CCN(Cc4ccccc4)CC3)cc12
[10] O=C(/C=C/c1ccc(O)cc1)c1ccc(O)cc1O
[11] Cc1cc(/C=N/n2cnnc2)c(C)n1-c1ccc2ncccc2c1
[12] O=C(O)c1cccc(CN2C(=O)CSC2=O)c1

compound no.,7,8,9,10,11,12
Peg3 imprint,-6%[10.9 µM],-1%,-8%,-89%&-89%[inhibitor],-16%,-1%
p53ts 32C kill,-16%,1%,9%,-3%[9.22 µM],5%,6%
p53ts 39C kill,9%,3%,4%,-13%[9.22 µM],-2%,3%
IkB sig inh,?,1.1%,-2.8%,.,-0.1%,2.1%

[13] CCCCn1c(=N)c(S(=O)(=O)c2ccc(Cl)cc2)cc2c(=O)n3cccc(C)c3nc21
[14] CC(C)CN(C(=O)c1ccc(=O)n(C)n1)c1nc2ccccc2s1
[15] COc1ccc(Cn2ccn(Cc3cccc(C)c3)c(=O)c2=O)cc1
[16] Clc1ccc(C2=Nn3c(nnc3-c3cccs3)SC2)cc1
[17] Cc1cc(C)nc(Nc2ccc(N3CCCC3)cc2)n1
[18] Cc1ccccc1NC(=O)c1sc2nc3n(c(=O)c2c1C)CCC3

compound no.,13,14,15,16,17,18
Peg3 imprint,-11%[10.9 µM],0%,1%[10.9 µM],.,-31%[inhibitor],-9%[10.9 µM]
p53ts 32C kill,0%,6%,0%,2%,-21%,9%
p53ts 39C kill,11%,-14%,3%,21%,-23%,14%
IkB sig inh,-0.5%,0.7%,4.1%,.,0.7%,0.8%

[19] COC(=O)c1ccc(NC(=O)CN2CCCN(Cc3ccc(Cl)cc3)S2(=O)=O)cc1
[20] COC(=O)Cn1c(=O)c2cccn2c2ccc(F)cc21
[21] CCCC(=O)Nc1sc2c(c1C#N)CC(C)(C)NC2(C)C
[22] CC(C)Cc1nc(SCC(=O)NCc2ccccc2)n[nH]1
[23] COc1ccc(C2N(c3cc(Cl)ccc3OC)C(=O)C3CCCN32)c(OC)c1 (stereo not drawn)
[24] COc1ccc(C(=O)CSc2ncn[nH]2)cc1OC

compound no.,19,20,21,22,23,24
Peg3 imprint,16%[10.9 µM],5%[10.9 µM],.,-2%,-10%,-8%
p53ts 32C kill,-19%,7%,4%,-3%,0%,4%
p53ts 39C kill,-16%,-6%,16%,18%,-1%,0%
IkB sig inh,-1.7%,0.3%,.,-0.5%,?,2.0%

[25] O=C(OCCN1C(=O)c2ccccc2C1=O)c1cccc(OC(F)F)c1
[26] O=C(Sc1nnnn1C1CCCCC1)c1cccs1
[27] COc1ccc(-c2ccc(=O)n(CC(=O)Nc3cccc(O)c3)n2)cc1OC
[28] CCc1ccc(NCc2cc3cc4c(cc3n(CC(=O)Nc3ccc(OC)cc3)c2=O)OCO4)cc1
[29] COc1cccc(CNCCSc2nnnn2C)c1OCc1ccccc1Cl
[30] COCCn1nnnc1CN1CCOCC1

compound no.,25,26,27,28,29,30
Peg3 imprint,24%,14%,-1%,-16%[10.9 µM],-19%[10.9 µM],-6%
p53ts 32C kill,0%,-4%,-6%,-5%,-5%,2%
p53ts 39C kill,2%,11%,-22%,-11%,?,0%
IkB sig inh,-0.4%,-1.7%,0.2%,0.9%,-3.4%,0.0%

Five compounds from above, sorted by their value in IkB sig inh, smallest number first:
entry	SMILES	IkB sig inh
2	CCOC(=O)C1CCCN(c2c(NCCN(C)Cc3ccccc3)c(=O)c2=O)C1 (stereo not drawn)	-0.6%
14	CC(C)CN(C(=O)c1ccc(=O)n(C)n1)c1nc2ccccc2s1	0.7%
18	Cc1ccccc1NC(=O)c1sc2nc3n(c(=O)c2c1C)CCC3	0.8%
8	CCOc1ccc(C(C)=O)cc1CSc1nnc(-c2ccoc2C)n1N	1.1%
3	CCCCCOC(=O)C1[C@H]2C(=O)N(CCCOC)C[C@]23C=C[C@H]1O3 (stereo partly drawn)	3.3%

The list continues.
[31] Cc1cccc(C(CC(=O)N2CCCC2)c2ccccc2)c1O (stereo not drawn)
[32] COc1ccc(-c2noc(N(c3cccc(Cl)c3)c3nc(-c4ccc(OC)c(OC)c4)no3)n2)cc1OC
[33] CC1CCCN(S(=O)(=O)c2ccc3[nH]c(=O)cc(C(=O)NCCc4ccc(Cl)cc4)c3c2)C1 (stereo not drawn)
[34] CN(C)c1ccc(CN2CCCC(O)C2)cc1 (stereo not drawn)
[35] OCCNCC(O)Cn1ccc2ccccc21 (stereo not drawn)
[36] CCCn1c(SCc2nc(-c3ccc(OC)c(OC)c3)no2)nnc1-c1ccccc1

compound no.,31,32,33,34,35,36
Peg3 imprint,-7%,5%[10.9 µM],-7%[10.9 µM],5%,-24%,4%[10.9 µM]
p53ts 32C kill,-14%,1%,2%,3%,2%,-9%
p53ts 39C kill,-7%,?,-14%,-2%,-5%,-10%
IkB sig inh,0.0%,-0.9%,0.4%,-0.2%,1.1%,?

[37] CCC(Oc1ccccc1)C(=O)Nc1ccccc1OCc1cc(=O)n2ccccc2n1 (stereo not drawn)
[38] CC(=O)Nc1ccc(S(=O)(=O)NCc2ccc(C(=O)NCc3ccc(Cl)cc3)cc2)cc1
[39] CCOCCCNC(=O)C(c1ccc(OC)cc1)N(Cc1ccc2c(c1)OCO2)C(=O)CNC(C)=O (stereo not drawn)
[40] Cc1cc(=O)n2nc(N3CCCC(C(=O)NCCc4ccccc4)C3)sc2n1 (stereo not drawn)
[41] COc1cccc(-c2cc(C(F)(F)F)n3ncc(C(=O)OC(C)C)c3n2)c1
[42] Cc1ccc(-n2ncc(C(=O)NCCCN3CCN(c4cccc(Cl)c4)CC3)c2-n2cccc2)cc1

compound no.,37,38,39,40,41,42
Peg3 imprint,15%[10.9 µM],15%[10.9 µM],-18%,-8%,23%[10.9 µM],-18%[10.9 µM]
p53ts 32C kill,12%,5%,9%,3%,-1%,0%
p53ts 39C kill,-11%,18%,-2%,-6%,7%,?
IkB sig inh,0.9%,-0.8%,-2.4%,-1.6%,-1.4%,?

In the list so far, these have an NH in an aromatic ring:
[9] Cc1nccc2[nH]c(=O)c(C(=O)NC3CCN(Cc4ccccc4)CC3)cc12
[22] CC(C)Cc1nc(SCC(=O)NCc2ccccc2)n[nH]1
[24] COc1ccc(C(=O)CSc2ncn[nH]2)cc1OC
[33] CC1CCCN(S(=O)(=O)c2ccc3[nH]c(=O)cc(C(=O)NCCc4ccc(Cl)cc4)c3c2)C1 (stereo not drawn)

compound no.,9,22,24,33
Peg3 imprint,-8%,-2%,-8%,-7%[10.9 µM]
p53ts 32C kill,9%,-3%,4%,2%
p53ts 39C kill,4%,18%,0%,-14%
IkB sig inh,-2.8%,-0.5%,2.0%,0.4%

More entries
[43] Cc1ccc2oc(=O)c3cnn(CC(=O)N4CCCCC4C)c3c2c1 (stereo not drawn)
[44] CCOC(=O)C1CCCN(C(=O)c2cc(Nc3ccc(OC)c(OC)c3)nc3ccccc23)C1 (stereo not drawn)
[45] O=c1c2ccccc2nnn1Cc1ccccn1
[46] CCOC(=O)N1CCN(C(=O)CSc2nc3c(cnn3-c3ccc(C)cc3)c(=O)[nH]2)CC1
[47] O=C(CCC(=O)N1CCCC1)Nc1nnc(C(F)(F)F)s1
[48] CC1CN(C(=O)CCC(=O)Nc2cc(F)ccc2F)c2ccccc2S1 (stereo not drawn)

compound no.,43,44,45,46,47,48
Peg3 imprint,-8%,-10%,-4%,-6%,-12%,-8%[10.9 µM]
p53ts 32C kill,2%,?,-6%,12%,4%,9%
p53ts 39C kill,-1%,?,-3%,19%,4%,-8%
IkB sig inh,-3.3%,?,0.7%,0.0%,3.6%,-2.2%

[49] Cc1ccc(NC(=O)c2nc(S(C)(=O)=O)ncc2N(Cc2ccco2)Cc2cccs2)c(C)c1
[50] CC(=O)N1CCN(CCN=CC2=C(O)CC(c3ccc(Cl)cc3)CC2=O)CC1 (stereo not drawn)
[51] CC(=O)Nc1ccccc1C
[52] CSc1nc(-c2ccco2)nn1C(=O)c1cccs1
[53] CCc1ccc(CC)c(S(=O)(=O)Nc2ccc(O)c(C(=O)O)c2)c1
[54] COc1nnc(-c2ccc(N3CCOCC3)c(NC(=O)c3ccco3)c2)c2ccccc12

compound no.,49,50,51,52,53,54
Peg3 imprint,-14%[10.9 µM],-10%,-2%,12%,-6%,2%
p53ts 32C kill,7%,10%,7%[1.84 µM],2%,4%,2%
p53ts 39C kill,0%,6%,7%,3%,5%,4%
IkB sig inh,?,5.1%,0.0%,1.3%,2.8%,-0.4%

[55] Cc1nc2c(-c3ccccc3)c(C)nn2c(C)c1CCC(=O)NCCc1ccccc1
[56] O=C(/C=C\c1ccc(O)c(O)c1)OCCc1ccccc1
[57] COC(=O)c1cccc(S(=O)(=O)N2CCC(n3nnc4cc(F)ccc43)CC2)c1
[58] CCCCn1c(CN2CCN(C(=O)c3ccco3)CC2)nc2c1c(=O)n(C)c(=O)n2C
[59] O=c1c2[nH]c3ccc(F)cc3c2ncn1CCCn1ccnc1
[60] COc1cccc(NC(=O)c2cccnc2)c1

compound no.,55,56,57,58,59,60
Peg3 imprint,11%[10.9 µM],.,-10%,-22%,0%,-35%[inhibitor]
p53ts 32C kill,3%,?,-3%,-6%,-21%,-8%
p53ts 39C kill,-13%,?,-9%,32%[activator],3%,0%
IkB sig inh,?,32%,7.0%,16%,-1.2%,1.5%

[61] O=C(NC(Cc1ccc(F)cc1)C(=O)O)c1ccccc1 (stereo not drawn)
[62] COCCn1c(=O)c(-c2cn(C)c3ccccc23)nc2cncnc21
[63] O=C(Nc1ccncc1)Nc1ccccn1
[64] CCCOc1ccc(-c2nc(N3CCC(C)CC3)c3ccccc3n2)cc1
[65] Cc1c(NS(=O)(=O)c2ccc3c(c2)c(=O)n(C)c(=O)n3C)c(=O)n(-c2ccccc2)n1C
[66] Cc1cc(NC(=O)CSc2nnc(C(C)N(C)C)n2Cc2ccccc2)no1 (stereo not drawn)

compound no.,61,62,63,64,65,66
Peg3 imprint,-4%,.,-41%[inhibitor],-12%[10.9 µM],6%,-13%
p53ts 32C kill,-7%,8%,-3%,16%,0%,-4%
p53ts 39C kill,1%,-19%,-10%,29%,-11%,2%
IkB sig inh,-4.0%,2.1%[11.4 µM],?,3.8%,-0.1%,-0.1%

High-throughput results: PubChem BioAssay, National Center for Advancing Translational Sciences (NCATS)
